Source: PubChem
Rab2A wt mod = modulators of GTP binding to Rab2A wildtype, primary screen, biochemical, dog, bead-based flow cytometry, multiplex | Ras-related protein Rab-2A (Canis lupus familiaris), P61105 | GST-Rab2 wt beads, Bodipy-GTP binding | GTP binding activity, % at 10 µM | 0.19% of 190,000 active | AID 760, 2007;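 active means GTP binding activity at least 20 points away from 100%, either lowered or raised; inconclusive means signal likely due to the compound's own green fluorescence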;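 further: 0% = beads with excess unlabeled GTP and 100% = no-compound control corrected for plate trend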
RGS8-Gao reg = RGS8-Galphao binding modulators, primary screen, biochemical, multiplexed bead flow cytometry | Guanine nucleotide-binding protein G(o) subunit alpha (Homo sapiens), P09471 | actives lie on both sides | response (percent of control binding), % at 10 µM | 0.34% of 220,000 active; in the data active means response below about 60% or above about 140%; inactive means in between;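 further: Galphao activated as the GDP aluminium fluoride complex binding bead-coupled RGS8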
Target sequence (P09471 whole entry, looked up): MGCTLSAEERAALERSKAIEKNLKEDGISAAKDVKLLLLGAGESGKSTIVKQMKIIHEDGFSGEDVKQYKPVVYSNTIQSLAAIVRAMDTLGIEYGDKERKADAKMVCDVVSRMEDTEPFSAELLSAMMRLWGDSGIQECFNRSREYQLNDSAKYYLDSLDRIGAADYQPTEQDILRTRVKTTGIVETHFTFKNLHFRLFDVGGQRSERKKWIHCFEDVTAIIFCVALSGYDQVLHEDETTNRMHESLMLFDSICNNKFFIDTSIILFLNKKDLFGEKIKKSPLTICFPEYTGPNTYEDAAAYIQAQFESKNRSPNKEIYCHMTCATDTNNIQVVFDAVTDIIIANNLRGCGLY
Mcl1 Noxa PPI = Mcl-1/Noxa binding inhibitors, primary screen, biochemical, TR-FRET, 1536-well; inhibition, % at 21.7 µM; Induced myeloid leukemia cell differentiation protein Mcl-1 (Homo sapiens), Q07820; 1.5% of 220,000 active; TR-FRET Mcl-1/Noxa peptide binding, 2 h;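 active means compounds that cut the protein-peptide binding signal by more than 50% relative to plate controls in a single-dose test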;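 further: His-tagged Mcl-1 with rhodamine Noxa BH3 peptide and terbium anti-His antibody; 0% = Mcl-1 plus Noxa peptide wells and 100% = peptide-only wells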
Rac1 wt modul = wildtype Rac1 GTP binding modulators, primary screen, biochemical, GST-Rac1 beads, flow cytometry, multiplex. fluorescent GTP binding; actives lie on both sides; 0 = cold GTP competed, 100 = untreated. 0.27% of 190,000 active. GTP binding activity (% of control), % at 10 µM. AID 757, 2007. Ras-related C3 botulinum toxin substrate 1 (Homo sapiens), P63000;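 active means GTP binding activity at least 20 points away from the 100% control level, either lower or higher; inconclusive means compound flagged as likely green fluorescent, judged across all proteins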
Rac1 act GTP bind = GTP binding modulators of activated mutant Rac1, primary screen, biochemical, bead-based flow cytometry, multiplex, fluorescent GTP; Ras-related C3 botulinum toxin substrate 1 (Homo sapiens), P63000; GST-Rac1 activated beads; actives lie on both sides; 100% means binding = to untreated wells; percent activity (GTP binding), % at 10 µM; 0.11% of 190,000 active; AID 764, 2007;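 active means GTP binding at least 20 percentage points away from the 100% baseline, in either direction, so actives lie on both sides; inconclusive means Compound likely fluorescent itself, or too few beads counted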
Rab7 wt modul = modulators of GTP binding to Rab7, primary screen, biochemical, wildtype, multiplex bead flow cytometry; Rab7 GTPase wild type (dog), Bodipy-FL-GTP binding; GST-Rab7 beads, fluorescent GTP binding; actives lie on both sides; untreated = 100%, excess cold GTP = 0%; GTP binding activity (percent of control), % at 10 µM; 0.055% of 190,000 active;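 active means fluorescent GTP binding to Rab7 beads changed by at least 20 points from the 100% baseline, either direction, mostly lower; inconclusive means compound itself probably fluorescent, or too few beads counted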;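 further: median green fluorescence of bound Bodipy-FL-GTP per Rab7 bead population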
Mcl1-Bid inh = Mcl-1/Bid binding inhibitors, primary screen, biochemical, TR-FRET, 1536-well; Induced myeloid leukemia cell differentiation protein Mcl-1 (Homo sapiens), Q07820; TR-FRET Mcl-1/Bid-Dy647 peptide binding; inhibition, % at 21.7 µM; 0.97% of 220,000 active; AID 1021, 2008;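 active means compounds that cut the binding signal by more than half at the single screening dose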;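 further: His-tagged Mcl-1 with europium anti-His antibody binding Bid BH3 peptide; 0% = Mcl-1 plus peptide wells and 100% = peptide-only wells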
Bim-Mcl-1 = inhibitors of Bim peptide binding to Mcl-1, primary screen, biochemical, bead-based flow cytometry, multiplex | inhibition, % at 10 µM | Induced myeloid leukemia cell differentiation protein Mcl-1 (Homo sapiens), Q07820 | 0.1% of 190,000 active | Bim peptide-Mcl-1 binding; in the data active means inhibition above about 40%;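 further: 0% = no compound tracer wells and 100% = peptide blocker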
Pf gamet viab = late stage P. falciparum gametocyte viability inhibitors, primary screen, ATP luminescence, HTS | P. falciparum stage V gametocytes, 24 h | AID 743093, 2013 | 0.065% of 150,000 active | inhibition, % at 10.9 µM;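 active means inhibition above the mean plus 3 SD of compounds within the control limits, set per campaign, cut at about 38% in these data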;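 further: 0% = DMSO wells and 100% = medium only without gametocytes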
Cdc42 wt = modulators of GTP binding to wildtype Cdc42, primary screen, biochemical, multiplex bead flow cytometry, Bodipy-GTP | 0.2% of 190,000 active | AID 761, 2007 | Cell division control protein 42 homolog (Homo sapiens), P60953 | GST-Cdc42 beads; actives lie on both sides | percent activity (GTP binding), % at 10 µM;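 active means percent activity GTP binding at least 20 points away from the 100% baseline, either down as inhibitor or up as activator; inconclusive means compound flagged as likely green fluorescent from well-wide comparison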;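 further: median bead fluorescence of bound Bodipy-FL-GTP at 100 nM; 0% = excess unlabeled GTP control and 100% = no compound control; below 100% means less GTP binding so inhibitor and above means activator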
Target sequence (P60953 whole entry, looked up): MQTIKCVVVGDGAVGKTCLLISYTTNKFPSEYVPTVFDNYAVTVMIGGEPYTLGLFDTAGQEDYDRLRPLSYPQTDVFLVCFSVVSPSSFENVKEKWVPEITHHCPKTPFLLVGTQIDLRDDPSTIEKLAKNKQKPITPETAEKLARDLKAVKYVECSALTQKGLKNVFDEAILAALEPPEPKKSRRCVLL
HRas wt GTP = modulators of GTP binding to HRas wildtype, primary screen, biochemical, bead-based flow cytometry, multiplex. GTP binding activity, % at 10 µM. GST-Ras wt beads, Bodipy-FL-GTP binding; actives lie on both sides. GTPase HRas (Homo sapiens), P01112. 0.14% of 190,000 active;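 active means GTP binding activity at least 20% away from the 100% baseline, either lowered as inhibitor or raised as activator; inconclusive means flagged as likely green fluorescent, judged across all proteins in the well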;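 further: 0% = unlabeled GTP competition control and 100% = no-compound control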
Target sequence (P01112 whole entry, looked up): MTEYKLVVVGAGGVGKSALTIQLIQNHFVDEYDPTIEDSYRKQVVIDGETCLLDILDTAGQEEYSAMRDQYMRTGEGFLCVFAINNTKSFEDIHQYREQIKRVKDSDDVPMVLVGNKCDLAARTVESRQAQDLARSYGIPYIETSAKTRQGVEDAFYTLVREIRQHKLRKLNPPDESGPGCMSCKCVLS
* = called active by the depositor; ? = inconclusive; . = no result given; & = joins results of further samples; ! = a repeat was not active.

SMILES	Rab2A wt mod	RGS8-Gao reg	Mcl1 Noxa PPI	Rac1 wt modul	Rac1 act GTP bind	Rab7 wt modul	Mcl1-Bid inh	Bim-Mcl-1	Pf gamet viab	Cdc42 wt	HRas wt GTP
O=C(Oc1ccccc1C(=O)N1CCOCC1)c1ccccc1	93.0	98.5	10.9	93.0	93.0	93.0	-4.6	-2.0	.	94.0	92.0
CC(=O)c1ccccc1N(C(=O)Cn1nnc2ccccc21)C(C(=O)NCC1CCCO1)c1ccc(N2CCOCC2)cc1 (stereo not given)	97.0	105.4	-12.3	100.0	97.0	97.0	-36.9	-2.0	.	96.0	97.0
CC(=O)c1cccc(NS(=O)(=O)N2CCCCC2)c1	97.0	98.7	12.7	94.0	96.0	96.0	-3.3	0.0	-2.4	98.0	98.0
O=C(N/N=C/c1ccc2c(c1)OCO2)c1cc(-c2ccccc2Cl)nc2ccccc12	97.0	107.4	7.4	106.0	105.0	98.0	0.9	-2.0	-2.7	100.0	99.0
Clc1ccccc1/C=N/NC1=Nc2cccc3cccc1c23	100.0	101.0	-8.4	102.0	99.0	101.0	-6.0	-2.0	1.2	100.0	102.0
CC1CCN(C(=O)C2CCC(CNS(=O)(=O)c3cccc4cccnc34)CC2)CC1 (stereo not given)	96.0	95.5	-3.5	95.0	97.0	91.0	-12.6	1.0	.	95.0	95.0
Cc1cccc2nc(COc3ccc(Cl)c4cccnc34)cn12	108.0	98.0	12.0	102.0	102.0	114.0	-12.5	0.0	5.2	104.0	106.0
Nn1c(Nc2ccccc2)nc2ccccc21	97.0	97.9	4.7	99.0	97.0	101.0	-14.5	-7.0	.	99.0	99.0
COc1ccc(N(C)C(=O)CCS(=O)(=O)c2cccc3nonc23)cc1	?	96.1	-7.7	?	?	?	-9.4	0.0	.	?	?
CCN=C1SC(CC(=O)Nc2ccc3c(c2)OCO3)C(=O)N1CC (stereo not given)	99.0	103.2	19.9	104.0	98.0	101.0	-9.9	-3.0	-6.9	99.0	100.0
CCOC(=O)c1c(C)[nH]c(C(=O)COC(=O)c2ccncc2)c1C	101.0	103.1	2.8	109.0	102.0	106.0	-31.8	-1.0	-2.4	103.0	101.0
O=C(Nc1nncs1)Oc1ccccc1	95.0	103.0	19.4	96.0	95.0	99.0	-2.5	-3.0	.	98.0	97.0
O=c1[nH]ncn1-c1ccccc1	96.0	103.2	4.5	97.0	95.0	99.0	-39.3	0.0	.	99.0	98.0
Cc1ncc([N+](=O)[O-])n1CCOC(=O)c1ccc(Br)cc1	94.0	103.3	4.7	94.0	91.0	99.0	-8.6	-1.0	0.7	89.0	95.0
CCOC(=O)C1(CCCc2ccccc2)CCN(C2CCSCC2)CC1	101.0	100.0	5.5	101.0	97.0	101.0	-27.1	-3.0	1.9	100.0	99.0
CCn1c(C)nc2cc(C(=O)N/N=C/c3ccccc3)ccc21	98.0	101.4	14.1	100.0	97.0	100.0	-21.4	0.0	.	97.0	99.0
COc1ccc(Br)cc1S(=O)(=O)NCc1ccccc1	96.0	89.3	15.2	100.0	96.0	101.0	-32.7	0.0	.	99.0	99.0
COc1cccc(-c2ccc(C#N)c(SCC(=O)NCCc3ccc(Cl)cc3)n2)c1	100.0	100.9	-26.2	103.0	101.0	100.0	-0.5	-1.0	14.3	103.0	100.0
O=S(=O)(c1cnc(Cl)c(Cl)c1)N1CCCc2ccccc21	102.0	91.8	-9.2	107.0	100.0	104.0	-6.8	-1.0	-9.5	99.0	101.0
Cn1c(=O)c2c(c3ccccc31)OC(=O)CC2c1cccnc1 (stereo not given)	96.0	117.2	3.8	99.0	94.0	104.0	9.6	1.0	.	94.0	98.0
CC(C)C(c1nnnn1Cc1ccco1)N1CCN(C2CCCC2)CC1 (stereo not given)	105.0	95.0	17.3	104.0	99.0	103.0	-8.0	1.0	.	106.0	106.0
CCCCN(CCCC)C(=O)c1ccccc1NC(=O)CN1C(=O)c2ccccc2C1=O	99.0	101.6	-5.3	99.0	98.0	102.0	-21.7	0.0	.	99.0	101.0
CN=c1scc(C)n1/N=C/c1ccc(O)cc1	103.0	102.3	18.6	108.0	101.0	103.0	-67.4	4.0	-21.9	109.0	104.0
CCOC(=O)c1ccccc1NC(=O)CSc1cccc[n+]1[O-]	96.0	103.7	-3.8	95.0	95.0	93.0	-3.8	-2.0	.	96.0	97.0
Cc1csc2nc3ccccc3c(=O)n12	96.0	97.5	25.4	101.0	98.0	98.0	-6.8	4.0	-11.9	99.0	99.0
CCN1C(=O)/C(=C2/Sc3ccccc3N2CCCS(=O)(=O)O)SC1=S	93.0&90.0	103.7&101.7	61.3*!	97.0&91.0	95.0&91.0	99.0&96.0	-29.9&-30.2	0.0&0.0	-2.0	95.0&90.0	95.0&94.0
COc1cc(/C=C2/C(=O)NN(c3ccc(Cl)cc3)C2=O)ccc1OC(=O)c1ccco1	84.0	103.0	62.1*	83.0	84.0	86.0	-3.6	3.0	-7.5	81.0	87.0
CCC(=O)N(CCc1ccc(S(N)(=O)=O)cc1)C1CC(=O)N(c2ccc(OC)cc2)C1=O (stereo not given)	101.0	100.2	15.1	102.0	96.0	105.0	-6.9	-1.0	6.7	99.0	100.0
O/N=C\c1cccn1-c1nccs1	93.0	101.2	-1.3	96.0	96.0	90.0	-9.8	0.0	4.4	94.0	93.0
CN(C(=O)c1ccc(OC2CCN(C(=O)c3cccnc3)CC2)cc1)C1CCCCC1	99.0	97.6	-4.4	103.0	100.0	98.0	1.7	0.0	13.7	100.0	98.0
C/C(=N\NC(=O)COc1c(C)cccc1C)c1cccs1	97.0	101.3	-7.1	100.0	97.0	95.0	-7.7	0.0	-8.9	98.0	96.0
Cc1cccc(-c2noc(CN(C(=O)c3ccc(Br)o3)C(C)C)n2)c1	100.0	99.7	-15.4	107.0	100.0	99.0	-15.4	-4.0	-17.4	97.0	103.0
COc1ccc(-c2csc(N3CCN(C(=O)c4ccco4)CC3)n2)cc1	98.0	98.9	8.3	101.0	96.0	103.0	-28.0	-3.0	.	98.0	98.0
CCOC(=O)c1sc2nc(C)nc(SCC(=O)N(C)C3CCS(=O)(=O)C3)c2c1C (stereo not given)	94.0	98.2	9.4	93.0	93.0	102.0	-29.9	-4.0	19.4	91.0	93.0
C=CCOC(=O)C1=C(C)NC(=O)NC1C1CC=CCC1 (stereo not given)	98.0	101.4	-5.6	100.0	97.0	96.0	-24.6	0.0	.	101.0	99.0
CC(=O)c1cn(CC(=O)Nc2ccc(C)cc2C)c2ccccc12	99.0	100.4	-6.3	102.0	100.0	95.0	-8.5	0.0	.	102.0	101.0
Cc1cc(C)n(C(=O)CCNC(=O)c2ccccc2Cl)n1	97.0	106.2	7.4	106.0	100.0	102.0	-5.6	0.0	.	98.0	101.0
CC(C)OC(=O)CSc1nc(N)c(C#N)cc1C#N	100.0	97.2	22.5	99.0	98.0	105.0	4.3	0.0	5.2	102.0	99.0
O=C(NCc1ccncc1)C12CC3CC(CC(C3)C1)C2	103.0	98.8	0.8	101.0	102.0	100.0	7.5	0.0	.	104.0	103.0
CC(C)N1CCC(N2CCN(Cc3cnc(-c4ccccc4)s3)CC2CCO)CC1 (stereo not given)	98.0	96.2	-1.9	97.0	96.0	104.0	-13.1	-6.0	-5.6	94.0	97.0
Cc1cc(NCCCN2CCOCC2)n2ncc(-c3ccccc3)c2n1	98.0	100.1	18.1	95.0	96.0	101.0	-24.9	-2.0	12.9	96.0	98.0
NC1=NC(=Nc2ccc(Br)cc2)c2ccccc21	100.0	100.0	2.9	102.0	100.0	100.0	-6.5	4.0	.	98.0	100.0
CC(C)(C)C(=O)COC(=O)c1ccc(N)c([N+](=O)[O-])c1	96.0	102.4	-7.7	98.0	96.0	97.0	-0.2	-2.0	-9.8	95.0	97.0
N#Cc1ccc(/C=C/C(=O)c2ccco2)cc1	102.0	100.7	24.7	104.0	102.0	103.0	1.7	-6.0	-9.1	101.0	104.0
CCOC(=O)N1CCN(C(=O)C(C)(C)Oc2ccc(Cl)cc2)CC1	102.0	99.4	0.2	106.0	102.0	99.0	-3.0	0.0	.	107.0	101.0
COc1ccc(NC(=O)C2CCN(S(=O)(=O)c3ccc(OC)c(OC)c3)CC2)cc1	104.0	101.6	19.1	112.0	101.0	100.0	-19.3	-2.0	-7.9	105.0	104.0
Cc1ccc2c(c1)N(C(=O)NC1CCCCC1)C(C)(C)CC2C (stereo not given)	101.0	103.2	10.5	102.0	99.0	101.0	-71.1	0.0	-0.7	102.0	103.0
COc1cc(/C=N/NC(=O)c2ccoc2C)cc(OC)c1O	?	93.7	57.1*	?	?	?	-63.1	-4.0	12.2	?	?

Entries of single compounds, looked up by structure. Order of screens: Rab2A wt mod, RGS8-Gao reg, Mcl1 Noxa PPI, Rac1 wt modul, Rac1 act GTP bind, Rab7 wt modul, Mcl1-Bid inh, Bim-Mcl-1, Pf gamet viab, Cdc42 wt, HRas wt GTP
CC(C)OC(=O)CSc1nc(N)c(C#N)cc1C#N in the list: 100.0, 97.2, 22.5, 99.0, 98.0, 105.0, 4.3, 0.0, 5.2, 102.0, 99.0
COc1cc(/C=N/NC(=O)c2ccoc2C)cc(OC)c1O in the list: ?, 93.7, 57.1*, ?, ?, ?, -63.1, -4.0, 12.2, ?, ?
O=C(NCc1ccncc1)C12CC3CC(CC(C3)C1)C2 in the list: 103.0, 98.8, 0.8, 101.0, 102.0, 100.0, 7.5, 0.0, ., 104.0, 103.0
